# Bioassay records deposited in PubChem by several laboratories.
# phage Ecoli inh – E. coli growth loss with phage present; growth absorbance; inhibition, % at 11.9 µM; 360,000 compounds, 0.26% hits; in the data active means inhibition above about 11%
# PfHsp90 yeast 2 – growth inhibition of yeast expressing Plasmodium Hsp90 | inhibition, % at 9.4 µM | S. cerevisiae expressing PfHsp90, BacTiter-Glo ATP, 48 h; yeast lacking PDR1 and PDR3 efflux regulators | AID 504621 | 310,000 compounds, 0.32% hits;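 active means every replicate shows inhibition above about 80%, whatever the replicate mean, limit read from the data; inconclusive means mean inhibition reaches the set limit but some replicate falls short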;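 further: 0% = DMSO neutral controls and 100% = 20 µM radicicol positive controls; yeast relying on Plasmodium falciparum Hsp90 in place of its own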
# AddAB inh – less growth of phage-infected E. coli with AddAB | E. coli expressing H. pylori AddAB, absorbance growth | inhibition, % at 11.9 µM | 330,000 compounds, 0.29% hits; in the data active means inhibition above about 12%;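 further: 0% = vehicle wells of infected cells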
# PvdQ inh – P. aeruginosa PvdQ acylase inhibition; purified PvdQ acylase, fluorescence plate reader; inhibition, % at 10 µM; 340,000 compounds, 0.063% hits; in the data active means inhibition above about 30%, passing the limit was not always enough; inconclusive means no clear call, values can overlap the other calls;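 further: 0% = vehicle neutral wells and 100% = reference inhibitor wells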
# Ecoli viability – bacterial growth inhibition, counter-screen for AddAB inhibitors; E. coli V3065 growth, OD600 absorbance, 18 h; inhibition, % at 11.9 µM; 330,000 compounds, 0.27% hits; AID 449728;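 active means inhibition above the campaign's mean inhibition across all tested compounds plus 3 SD, cut at about 9.9% in these data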;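 further: uninfected addAB+ strain grown without phage in ampicillin broth; 0% = DMSO wells and 100% = ciprofloxacin 0.95 µg/ml wells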
# Wnt act – activates Wnt/beta-catenin signaling in a reporter cell assay | activator, plate reader | activation, % at 9.35 µM | 300,000 compounds, 1.2% hits; in the data active means activation above about 30%, passing the limit was not always enough; inconclusive means no clear call, values can overlap the other calls;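 further: 0% = neutral control wells and 100% = positive control wells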
# DAGLB inhibitor – blocks human DAGLB lipase activity | Q8NCG7 | HEK293T DAGLB membrane lysate, EnzChek fluorogenic substrate | inhibition, % at 5.17 µM | 340,000 compounds, 0.059% hits | AID 504411; in the data active means inhibition above about 34%;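 further: 0% = enzyme with vehicle and 100% = wells lacking enzyme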
# Target sequence (Q8NCG7 whole entry, looked up): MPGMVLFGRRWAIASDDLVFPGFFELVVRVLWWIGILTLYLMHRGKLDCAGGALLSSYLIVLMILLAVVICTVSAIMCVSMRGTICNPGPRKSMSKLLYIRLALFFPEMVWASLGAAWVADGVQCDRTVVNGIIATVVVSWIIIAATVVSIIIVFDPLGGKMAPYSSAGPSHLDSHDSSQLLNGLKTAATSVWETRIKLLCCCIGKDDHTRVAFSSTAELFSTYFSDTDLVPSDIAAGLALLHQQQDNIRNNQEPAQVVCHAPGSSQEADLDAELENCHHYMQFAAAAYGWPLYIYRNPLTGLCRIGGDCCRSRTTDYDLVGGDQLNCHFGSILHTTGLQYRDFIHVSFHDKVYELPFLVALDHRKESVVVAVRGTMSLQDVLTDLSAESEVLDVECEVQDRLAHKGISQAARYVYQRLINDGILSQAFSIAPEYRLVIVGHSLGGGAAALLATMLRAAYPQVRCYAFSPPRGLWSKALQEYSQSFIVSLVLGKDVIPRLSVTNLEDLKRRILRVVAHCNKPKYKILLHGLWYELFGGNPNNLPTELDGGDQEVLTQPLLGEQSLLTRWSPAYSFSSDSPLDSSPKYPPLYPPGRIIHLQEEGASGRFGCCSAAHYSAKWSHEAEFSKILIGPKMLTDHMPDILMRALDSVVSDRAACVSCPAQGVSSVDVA
# Rtt109 Vps75 – inhibitors of Candida albicans Rtt109/Vps75 histone acetyltransferase. Q5AAJ8. inhibition, % at 34.9 µM. 330,000 compounds, 0.16% hits. purified Rtt109/Vps75, ThioGlo CoA-SH fluorescence, 4 h;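 active means inhibition of at least 50% in every replicate; inconclusive means best replicate reaches 50% inhibition but some replicates fall short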
# Target sequence (Q5AAJ8 whole entry, looked up): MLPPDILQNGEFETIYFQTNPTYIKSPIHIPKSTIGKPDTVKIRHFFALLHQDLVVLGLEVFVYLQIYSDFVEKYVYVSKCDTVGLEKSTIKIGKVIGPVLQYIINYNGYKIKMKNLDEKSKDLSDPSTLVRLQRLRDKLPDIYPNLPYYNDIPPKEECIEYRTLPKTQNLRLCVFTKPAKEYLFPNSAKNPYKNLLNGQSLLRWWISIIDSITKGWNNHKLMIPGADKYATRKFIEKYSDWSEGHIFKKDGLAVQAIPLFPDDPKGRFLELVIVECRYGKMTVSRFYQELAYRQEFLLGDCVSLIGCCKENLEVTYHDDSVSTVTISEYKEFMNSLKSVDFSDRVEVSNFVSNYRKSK
# CAL PDZ inh – human CAL PDZ-peptide interaction inhibition; 330,000 compounds, 0.02% hits; AID 504414; inhibition, % at 20 µM; purified CAL PDZ, TMR-peptide fluorescence polarization, 1 h; Q9HD26;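 active means highest replicate inhibition of at least 40%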;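 further: plate controls were DMSO neutral control wells for no effect and unlabeled competitor peptide control wells for full effect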
#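 Test system: tagged CAL PDZ domain / Buffer or medium: sodium phosphate/NaCl buffer pH 7.4 with TCEP, IgG, Thesit / Reagent: TMR-labelled reporter peptide T*-PRC34 bound in PDZ groove / Compound dosing: single point, 20 µM / Schedule: 1 h incubation at room temperature before polarization reading / Technique: fluorescence polarization (mP) / Benchmarks: unlabelled peptide, DMSO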
# Tat transport – E. coli Tat transport inhibition; E. coli MC4100 TorA-mCherry Tat export, fluorescence; inhibition, % at 10 µM; 340,000 compounds, 0.036% hits;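 active means mean replicate inhibition at least 50% and at least half of replicates individually reaching 50%; inconclusive means only one of the two criteria met; inactive means neither criterion met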;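 further: exported cargo escapes ClpAP degradation while cytoplasmic cargo is degraded and loses fluorescence; 0% = median of neutral control wells and 100% = median of NaSCN control wells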
# Numbers without * were called inactive; ? = inconclusive; · = no result given. Compounds were not picked by outcome; any-hit rate near 1.9%.
canonical_smiles,phage Ecoli inh,PfHsp90 yeast 2,AddAB inh,PvdQ inh,Ecoli viability,Wnt act,DAGLB inhibitor,Rtt109 Vps75,CAL PDZ inh,Tat transport
Cc1ccc(S(=O)(=O)N(CC(=O)Nc2cccc(C(F)(F)F)c2)C(=O)N2CCN(C)CC2)cc1,3.5,27,4.5,-14,-1.1,-1,1,3,-0.5,0
Cc1ccsc1CN(C)Cc1nc(C2CC2)no1,1.7,-12,1.6,10,-0.3,3,-1,·,-2.1,0
CS(=O)(=O)Nc1ccc(-c2ccc(/C=C3\SC(N)=NC3=O)o2)cc1,2.1,6,-0.5,7,0.2,-3,-3,0,0.8,-3
CC(C)Cc1nnc(NC(=O)C2CCN(C(=O)c3ccc(Cl)cc3)CC2)s1,3.0,15,-3.3,-11,-0.6,-1,1,5,-1.4,7
CC12CCC(C(=O)NCc3ccccc3Cl)(CC1=O)C2(C)C (stereo unspecified),4.0,-32,0.1,-11,0.2,-2,-3,-7,-0.6,-6
C[C@H](NC(=O)c1ccc(Cl)cc1)C(=O)NNC(=O)c1cccs1,-1.8,8,1.6,-9,2.2,-2,3,-6,0.3,6
Cc1ccc(S(=O)(=O)Nc2n[nH]nc2C(=O)NC2CCCCC2)cc1,2.0,-8,2.9,-14,2.0,0,·,14,-0.7,4
Cc1ccc(/C=N/NC(=O)CC2N=C(Cc3ccccc3)NNC2=O)cc1 (stereo unspecified),5.1,·,5.7,3,0.1,0,3,-2,0.0,4
Cc1cc(C)n(-c2ncnc3sc4c(c23)CCCC4)n1,2.5,-16,0.1,5,2.7,-2,1,5,-0.9,-5
O=C(CN1C(=O)NC2(CCCCCC2)C1=O)NCc1ccccc1Cl,0.3,-6,-1.9,-11,-2.2,-2,1,-3,-0.7,2
Fc1ccc(NC(=S)NCc2ccccc2)cc1,3.1,-9,2.0,4,0.7,-1,-1,3,-1.1,14
O=C(NCC(=O)N1CCC(Cc2ccccc2)CC1)c1ccc(Cl)cc1,1.8,34,-1.2,-12,-1.8,0,-9,-4,-0.9,-1
CCc1nnc(NC(=O)c2ccc(NC(=O)C(C)C)cc2)s1,0.1,12,0.0,2,-2.9,13,-3,6,-3.2,-4
Cc1ccc(Cl)cc1N1CCN(C(=O)CCS(=O)(=O)c2ccc3c(c2)NC(=O)CO3)CC1,3.8,22,1.3,-6,-1.9,-3,1,8,-0.4,11
CS(=O)(=O)NNC(=O)Cn1nnc(-c2cc(C(F)(F)F)cc(C(F)(F)F)c2)n1,1.2,·,0.9,·,2.2,-3,·,·,·,·
COc1ccc(-c2nnc(SCC(=O)OC3CCCCC3)o2)cc1OC,3.4,11,1.0,-14,-0.8,-4,-6,-4,-0.4,1
COc1cccc(-c2cc(C(F)(F)F)n3ncc(C(=O)NCC4CCCO4)c3n2)c1 (stereo unspecified),1.1,1,5.0,-12,-2.5,-10,-4,-11,-0.5,-7
O=C(CCc1ccccc1)NCCc1cccs1,1.2,·,0.2,2,-1.9,3,-4,-2,-0.7,1
CC(=O)NS(=O)(=O)c1ccc(NC(=O)COc2ccc(C(=O)c3ccccc3)cc2)cc1,3.6,6,2.8,-16,-0.2,-1,-4,-13,-2.7,-5
Cc1ccc(Cl)cc1N1CCN(Cc2nnnn2Cc2ccco2)CC1,-0.3,-17,1.1,-1,-2.1,·,-9,6,-1.7,17
COC(=O)C1=C(C)NC(=O)/C1=C\N(C)C,1.8,-6,-1.5,29,-1.8,-2,-6,0,·,-8
CC1(c2ccc([N+](=O)[O-])cc2)NC(=O)NC1=O (stereo unspecified),0.2,-8,0.4,16,-0.6,2,-1,12,-0.8,-2
COc1cccc(N2CCN(CC(=O)Nc3ccc(S(=O)(=O)N4CCCCCC4)cc3)CC2)c1,2.8,9,0.5,7,1.6,7,0,0,0.4,8
Cc1ccc(OCC(=O)N/N=C\c2ccc(O)cc2)c([N+](=O)[O-])c1,3.5,17,0.5,-1,0.6,-6,1,2,-0.1,-4
CCOC(=O)CN(C(=O)COc1nc(C)cc(C)c1C#N)c1cccc(Cl)c1,0.7,1,0.5,-4,-1.2,-3,-1,-1,0.7,-11
COc1ccc(-c2noc(CSc3nnc(-c4ccncc4)n3-c3ccc(F)cc3)n2)cc1OC,2.3,27,-2.4,-12,1.2,-8,1,5,-1.6,?
COc1ccc(OCCSc2nc3ccccc3c(=O)[nH]2)cc1,-0.1,13,0.1,-7,-0.9,·,-1,·,-2.6,-2
O=C(c1ccc2c(=O)n(Cc3ccccc3)c(=S)[nH]c2c1)N1CCOCC1,2.0,-5,-0.2,-9,-0.9,-2,1,0,-0.5,3
NS(=O)(=O)c1ccc(CCNC(=O)CCNS(=O)(=O)c2ccccc2C(F)(F)F)cc1,1.9,5,0.2,-15,-2.8,1,-3,-2,-1.7,-1
O=C(Nc1cccc(NC(=O)C2CCCO2)c1)C1CCCO1 (stereo unspecified),2.0,3,4.3,2,2.3,1,1,1,-0.7,-3
Cc1cc(SCC(=O)Nc2ccccc2)nc(C)n1,-0.4,5,0.5,-7,-2.3,·,-1,-1,0.0,-1
CCOC(=O)C[C@H]1c2ccccc2S(=O)(=O)N1C1CC1,0.9,·,1.9,-12,-1.2,-3,-1,8,0.6,-5
O=[N+]([O-])c1ccc(O)c(/C=N/Nc2ncnc3c2cnn3-c2ccccc2)c1,1.2,6,·,12,·,1,-1,-3,-0.6,5
CC(=O)N1CCN(c2ccc(NC(=O)c3ccccc3)cc2)CC1,0.0,0,2.6,-6,-2.3,10,-2,1,0.7,-11
CC(C)CCNc1nc2c(c(=O)n(Cc3cccc(F)c3)c(=O)n2C)n1C,1.3,-100,2.4,-15,-1.0,·,-1,4,0.2,-3
Cc1ccc(N/N=C2\CCS(=O)(=O)c3sccc32)cc1,2.9,7,-0.4,2,1.2,-2,2,7,0.8,-2
CN1CCN(C(=S)c2cn(Cc3ccccc3)c3ccccc23)CC1,1.6,22,-0.5,-8,-1.3,-1,0,-2,-2.5,10
O=C(CN1CCN(Cc2ccccc2)CC1)N/N=C/c1ccccc1F,2.1,27,0.9,-19,0.2,5,·,7,0.7,-1
Cc1ccc(NC(=S)N(Cc2ccco2)C(C)c2cccs2)cc1 (stereo unspecified),1.4,-6,1.8,11,2.5,1,-2,-15,-3.2,-5
CC(C)[C@H](NS(=O)(=O)c1cccc(Cl)c1)C(=O)OCC(=O)N1CCN(c2ccccc2)CC1,1.7,10,0.7,-10,1.6,-1,-2,-10,-0.1,-2
COc1ccc(CNC(=O)CSc2nc3ccccc3n2C(C)=O)cc1,1.9,-3,3.2,-15,1.6,-1,-2,-9,-0.8,6
C#CCOc1c(Br)cc(/C=C2/C(=O)ON=C2C)cc1OC,1.6,-4,1.6,2,-1.3,0,6,0,0.5,7
CC1=NCCN1CCNC(=O)Nc1cc(C)cc(C)c1,0.4,22,0.1,-14,-3.8,17,·,-5,0.9,1
COc1ccc(CNC(=O)C(C)N(C)Cc2cccc(F)c2)cc1 (stereo unspecified),-1.0,-2,1.0,-26,0.5,0,-5,4,-1.9,-3
O=C1CCN(Cc2cccnc2)CCN1[C@H](CO)Cc1ccccc1,3.5,7,1.0,-8,-3.9,1,1,2,1.4,7
CSCCC(NC(=O)OC(C)(C)C)C(=O)Oc1ccc2c(=O)c(-c3ccc4c(c3)OCCO4)coc2c1 (stereo unspecified),2.2,·,3.1,-10,2.2,37*,9,-7,-1.1,1
Cc1ccc(N(CC(=O)NCC2CCCO2)C(=O)CNS(=O)(=O)c2ccc(Cl)cc2)cc1 (stereo unspecified),1.7,4,-0.8,1,-3.1,-2,2,-14,-1.0,-8
COC(=O)[C@]1(C)N[C@H](CN(C)S(=O)(=O)c2ccc(F)cc2)[C@@H]2C(=O)N(Cc3ccccc3)C(=O)[C@@H]21,3.3,-7,5.2,-9,0.9,-2,-1,5,-0.2,-6
CC(C)(C)c1nnc2sc(SCC(=O)NCc3ccco3)nn2c1=O,0.4,9,0.3,-3,-2.6,-8,0,-1,0.6,-1
NNc1nc2ccc(F)cc2s1,4.0,2,0.4,-6,-0.6,·,1,-3,-0.3,-32
Cn1ccc(NC(=O)Nc2ccc(Cl)cc2)n1,2.6,-17,2.6,-9,2.9,20,1,-9,0.8,7
CNC(=O)c1ccccc1Sc1ccccc1C#N,3.7,3,1.6,14,-1.3,1,0,-1,-0.5,-4
O=C(NC1CCN(S(=O)(=O)c2ccc(F)cc2)CC1)c1ccccc1,2.0,7,0.8,-18,-0.8,-2,0,-11,-23,2
CN(C)c1ncnc2c1ncn2CCn1cnc2c(N(C)C)ncnc21,3.4,·,·,-7,·,0,3,-18,-0.8,-2
CCOC(=O)N1CCN(C(=O)c2c[nH]c3ccc(S(=O)(=O)N(C)c4ccc(OCC)cc4)cc3c2=O)CC1,2.0,44,2.4,-8,-1.3,1,2,2,-3.3,4
COc1ccc(C(c2nnnn2C2CCCC2)N2CCC(C(N)=O)CC2)c(OC)c1 (stereo unspecified),0.7,-2,·,-10,·,0,2,-2,·,8

# Next part:
canonical_smiles,phage Ecoli inh,PfHsp90 yeast 2,AddAB inh,PvdQ inh,Ecoli viability,Wnt act,DAGLB inhibitor,Rtt109 Vps75,CAL PDZ inh,Tat transport
O=C(COc1ccccc1)Nc1ccc(NC(=O)c2ccco2)cc1,3.0,-7,2.4,-1,3.3,-2,3,-14,-5.6,2
COc1cccc(-c2nc(-c3cccs3)no2)c1,4.5,-63,-0.8,-10,0.2,-1,-12,-3,-3.1,9
CN1C2CCC1CC(NC(=O)c1cc(Cl)cc3[nH]cnc13)C2 (stereo unspecified),1.7,-40,2.2,-27,0.8,0,1,1,-0.9,4
O=c1c2ccccc2c(C=NCCO)c(O)n1-c1ccccc1,-1.2,·,0.1,-1,-1.7,-3,1,16,-0.1,-3
O=C(OCCn1c(=S)sc2ccccc21)c1ccccc1,3.9,-8,·,-6,·,9,-5,-14,-0.5,-2
COC(=O)c1sc(-c2ccccc2)cc1NC(=O)c1cc(OC)cc(OC)c1,3.8,-11,6.0,-13,-0.7,·,1,-2,-2.4,-4
COc1ccc(/C=C(\NC(=O)c2ccco2)C(=O)NCCc2nc3ccccc3[nH]2)cc1,1.1,·,2.6,·,1.2,0,·,·,·,·
O=C(C1=NN[C@@H]2C(=O)N(c3cccc(F)c3)C(=O)[C@H]12)c1cnccn1,-2.1,24,4.6,-14,3.1,3,·,8,-0.3,-13
COc1ccccc1/C=C(/C#N)C(=O)O,0.2,-113,·,1,·,2,-9,1,-0.9,-3
CCN(CC)S(=O)(=O)c1ccc(OC)c(NC(=O)C2CC(=O)N(c3ccc(C)cc3)C2)c1 (stereo unspecified),3.4,14,1.3,-22,-0.2,-3,-3,3,-2.7,10
COc1ccc(C(CC(=O)NCC(OC)OC)NS(=O)(=O)c2ccc(Cl)cc2)cc1 (stereo unspecified),1.2,1,1.5,-2,-0.5,2,2,0,-0.1,-3
